# Bioassay records: PubChem BioAssay, University of Kansas High Throughput Screening Laboratory
# mHTT-CaM PPI inh: mutant huntingtin-calmodulin interaction inhibitors – biochemical, AlphaScreen, primary screen. P42858. inhibition, % at 15 µM. AlphaScreen His-mHTT/GST-CaM binding, luminescence. 3.6% of 190,000 active. AID 1671202, 2021;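 further: 0% = both proteins with DMSO and 100% = one protein alone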
# Pf apPOL inh: Pf-apPOL inhibitors, biochemical, fluorescence; Recombinant Pf-apPOL, molecular beacon fluorescence, 1.5 h; inhibition, % at 10 µM; 0.25% of 210,000 active
# * hit, by the source's call; . = not tested or not shown; & = joins results of further samples. No stated cut-off is given here; in the data, active means inhibition above about 50%; inactive means the rest.
Molecule	mHTT-CaM PPI inh	Pf apPOL inh
Cc1ccc(S(=O)(=O)NNC(=S)Nc2ccccc2)cc1	.	5
O=C(CSc1nc2sc3c(c2c(=O)n1-c1ccccc1)CCC3)c1ccco1	-3	3
Cc1ccc(CN2CCCN(c3ccc(NC(=O)c4cccs4)cc3)C2=O)cc1	11	-2
Cc1cccc(Nc2nc(C(=O)NCc3cccs3)cs2)n1	-5	8
COc1ccc(C)cc1NC(=O)N1CC(c2nc(C)no2)C2(CCOCC2)C1 (stereo not given)	-5	-1
CCOC(=O)c1c(NC(=O)C2Cc3ccccc3C(=O)O2)sc(C)c1C (stereo not given)	5	3
O=C(CSc1nnc(Cc2ccccc2)n1C1CCCCC1)NC1CCCCC1	-2	7
O=C(Nc1ccc(-c2nc3ncccc3o2)cc1)c1cccc(I)c1	0	-6
CN(CC(=O)Nc1cccc(Cl)c1)S(=O)(=O)c1ccccc1	-10	-2
CN(CC1(C)CCOCC1)C(=O)COc1ccc(F)c(F)c1	-4	0
COc1ccccc1-n1c(SCC(=O)Nc2ccc3c(c2)OCO3)nc2c(c1=O)SCC2	13	3
O=C(O)/C=C/C(=O)Nc1cccc(I)c1	-2	-2
CC(C)NC(=O)c1cc2nc(N(C)C)n(-c3ccc(F)cc3)c2s1	6	0
COc1cc(OC)cc(-n2nc(C(=O)Nc3ccc(F)cc3Cl)c3ccccc3c2=O)c1	-6	-5
CC(=O)Nc1ccc(N/C(C)=C/C(=O)c2ccc(C)cc2)cc1	9	-11
Cc1cc(NC(=O)c2nc(C(C)C)oc2C)ccc1Cl	-18	6
Cc1[nH]c(C(=O)N2CCC(CC(=O)N3CCN(C(=O)c4ccco4)CC3)CC2)c(C)c1C	14	1
O=[N+]([O-])c1ccccc1OCCCCN1CCCCC1	0	-3
CCN1c2cc(F)ccc2C(=O)NC12CCN(C(=O)c1ccc(OC)c(OC)c1)CC2	13	-2
COC(=O)CNC(=O)c1ccncc1Br	.	3
O=C(NCC1CCN(C(=O)c2ccoc2)CC1)NC12CC3CC(CC(C3)C1)C2	-2	-6
CCOc1ccc(C2C(C#N)=C(N)Oc3n[nH]c(-c4ccc5c(c4)OCO5)c32)cc1OCC (stereo not given)	27	-3
CC(C)(CO)N=C1NS(=O)(=O)c2ccccc21	-2	-2
COc1ccc(OC)c(C2N(c3ccc(Cl)c(Cl)c3)C(=O)C3CCCN32)c1 (stereo not given)	100*	-2
CCCCN(C)C(=O)CCC1CCCN(C(=O)Nc2ccc(Cl)cc2)C1 (stereo not given)	12	-1
CCCCNC(=O)CCC(=O)N1CCCn2nc(-c3cccn3C)cc21	18	-1
COc1cccc(C2=CC(c3cccc(OC)c3)n3nnnc3N2)c1 (stereo not given)	-12	-2
COC(=O)C12CC3CC(CC(N)(C3)C1)C2	-3	4
CC1CCn2c(nc3cc(C(=O)NC(C)C)ccc32)C1 (stereo not given)	-3	4
C/C(=C\c1ccccc1)CN1CCC(C(=O)N2CCN(c3cccc(C)c3C)CC2)CC1	29	-9

# The list goes on.
Molecule	mHTT-CaM PPI inh	Pf apPOL inh
COc1ccc(C2=CC(c3cccc(C)c3)n3nnnc3N2)cc1 (stereo not given)	-57	-4
Cc1ccc(C(=O)NC2CCN(c3ccccc3C(=O)N3CCCCC3)CC2)cc1	40	-6
COc1ccc(C2=N/C(=C\C=C\c3ccccc3)C(=O)O2)c(Cl)c1	10	-1
CCN(CC)S(=O)(=O)c1ccc(-c2csc(=Nc3ccc(F)cc3)n2CCCO)cc1	51*	-2
Cc1nc(N)n(CC(=O)N2CCCc3ccccc32)c(=O)c1C	-8	1
COc1ccc(N2CC(C(=O)N3CCCC3)CC2=O)cc1 (stereo not given)	-2	-7
O=C(c1cccc(Cl)c1)N1CCN(C2CCCC2)CC1	2	-9
COc1ccc(Cl)cc1S(=O)(=O)NCCC1CCN(C(=O)c2ccccc2)CC1	77*	-3
CCCNC(=O)Nc1ccc(Oc2ccccc2F)nc1	-2	-6
COc1ccccc1C(=O)NC1CCS(=O)(=O)C1 (stereo not given)	-2&0	0&-7
Cc1csc(-c2ccc(N3CCN(C(=O)c4ccc(F)cc4)CC3)nc2)n1	5	4
CCOc1ccccc1NS(=O)(=O)c1cc(OC)ccc1OC	-5	1
CCSc1nnc(NC(=O)Cc2cc(-c3ccc4c(c3)CC(C)O4)on2)s1 (stereo not given)	3	6
CC(C)C(=O)N1CCCC1c1ccc(Cl)cc1 (stereo not given)	0	-3
CC(=O)Nc1ccc2nc(SCC(=O)Nc3ccc(F)cc3)sc2c1	0	-7
COc1cc(OC)cc(C(=O)Nc2nc(-c3ccccn3)cs2)c1	100*	-6
COc1cccc(N2CCN(C(=O)c3ccc(Cl)c(Cl)c3)C(C)C2=O)c1 (stereo not given)	-7	0
CN(C)c1cccc(C(=O)N2CCC3(CC2)NC(=O)N(Cc2ccc(Cl)cc2)C3=O)c1	47	-4
CCc1ccccc1N1C=C(C#N)S(=O)(=O)c2ccc(F)cc21	-6	-1
Cc1ccc(NC(=O)N2CCC(n3cnc4cc(F)ccc4c3=O)CC2)cc1C	-9	0
CS(=O)(=O)N1CCC(C(=O)N2CCN(c3cc(-c4ccccc4)ncn3)CC2)CC1	0	-9
O=C(Nc1ccc(F)cc1F)N1CCCc2ccccc21	-7	-4
O=C(Nc1ccccc1Br)N1CCn2cccc2C1Cc1ccccc1 (stereo not given)	52*	1
COc1ccc(-c2cc3nc4c(c(=O)n3[nH]2)CN(C(=O)NCc2cccc(F)c2)CC4)cc1	45	5
Cc1ccc(CNC(=O)c2cc3n(n2)CCCN(Cc2ccc(Cl)cc2)C3=O)o1	0	-4
Cc1ccc(NC2=NC3(CCCC3)N=C(N)N2)cc1	1	-3
O=C(Nc1ccc(O)cc1)c1cc2nc3c(c(C(F)(F)F)n2n1)CCc1ccccc1-3	13	-4
O=C(NCCc1nc2ccccc2[nH]1)c1ccc([N+](=O)[O-])cc1	-1	1
N#Cc1c(C(F)(F)F)cc(-c2ccccc2)nc1NCCO	-58	25
CCc1ccc(N2CCN(C(=O)c3cccc(C)c3)C(C)C2=O)cc1 (stereo not given)	9	-4

# Some of the entries so far, with each value named:
CS(=O)(=O)N1CCC(C(=O)N2CCN(c3cc(-c4ccccc4)ncn3)CC2)CC1
  mHTT-CaM PPI inh: 0; Pf apPOL inh: -9

O=C(Nc1ccc(F)cc1F)N1CCCc2ccccc21
  mHTT-CaM PPI inh: -7; Pf apPOL inh: -4

O=C(Nc1ccccc1Br)N1CCn2cccc2C1Cc1ccccc1 (stereo not given)
  mHTT-CaM PPI inh: 52*; Pf apPOL inh: 1

COc1ccc(-c2cc3nc4c(c(=O)n3[nH]2)CN(C(=O)NCc2cccc(F)c2)CC4)cc1
  mHTT-CaM PPI inh: 45; Pf apPOL inh: 5

# Further results follow:
Molecule	mHTT-CaM PPI inh	Pf apPOL inh
CCOc1ccc(CNC(=O)CC2CCN(C(=O)c3ccccc3)CC2)cc1OC	-1	-5
O=[N+]([O-])c1ccccc1CNc1ccccc1	19	1
CCOc1ccc(NC(=O)N2CCCC2c2ccc(Cl)cc2)cc1 (stereo not given)	-5	0
Cc1nn(C(=O)c2ccccc2)c(C)c1Cl	-35	8
CCC(C)NC(=O)c1cnn2c1NC(c1ccc(Br)cc1)CC2C(F)(F)F (stereo not given)	5	-4
Cn1c(=O)c2cn(-c3ccc(F)cc3)cc2n(C)c1=O	3	0
CCOC(=O)C1CCN(C(=O)C2CCN(c3nnc(-c4ccc(C)cc4)o3)CC2)CC1	30	-8
CCCCN(C)C(=O)c1ccc2ncnc(N3CCCC3)c2c1	-5	2
CCCCNC(=O)C1c2cc(OC)c(OC)cc2C(=O)N(C)C1c1ccccc1F (stereo not given)	-3	-1
O=C(c1ccccc1F)n1cnc2ccccc21	-5	-1
CCCOc1ccc(-c2nn(-c3ccccc3)cc2/C=c2\sc3ncnn3c2=O)cc1	1	-1
Cc1noc(-c2cccnc2N2CCCN(C(=O)c3ccc(F)cc3)CC2)n1	-1	-1
S=c1[nH]nc(NCc2cccs2)s1	.	-12
COCCCn1c(=N)c(S(=O)(=O)c2ccc(Cl)cc2)cc2c(=O)n3cccc(C)c3nc21	-1	-11
COc1ccc(CNC(=O)c2ccc(CN3CCc4ccccc4C3)cc2)cc1	-2	-2
O=C(O)CNS(=O)(=O)c1ccc([N+](=O)[O-])cc1I	.	-2
CC(=O)Nc1nnc(SCC(=O)Nc2ccc(OC(F)(F)F)cc2)s1	-17	-3
O=C(C1CCN(c2cncnc2N2CCCCC2)CC1)N1CCN(c2ccccn2)CC1	-5	-1
Nc1ncnc(Nc2ccc(F)cc2Br)n1	.	3
CN(C)C(=O)c1cccc(Cn2ccsc2=NC(=O)c2cccc(Cl)c2)c1	-3	-2
CN1/C(=C\C(=O)c2ccccc2)c2ccccc2CC1(C)C	6	0
COc1ccc(S(=O)(=O)N2c3ccccc3CC2C)cc1OC (stereo not given)	-11	-5
O=C(Cn1c2ccccc2c(=O)c2ccccc21)Nc1ccc(Br)cn1	1	13
CCn1c(C)c(CN2CCC(C(=O)NCCCOC(C)C)CC2)c2ccccc21	5	-3
O=C(c1ccc(F)cc1F)N1CCCCC1CCN1CCOCC1 (stereo not given)	6	8
O=C1OC(/C=C/c2ccc(Cl)cc2)=NC/1=C/c1ccccc1F	6	-2
CCOC(=O)C1C(=O)C=C(c2ccc(F)cc2)CC1c1ccc(N(C)C)cc1 (stereo not given)	23	-9
Cc1ccc(C)c2sc(N(Cc3ccco3)C(=O)c3cccc(S(C)(=O)=O)c3)nc12	10	0
CC1(C)S[C@@H]2[C@H](NC(=O)COc3ccccc3)C(=O)N2[C@H]1C(=O)OCc1ccccc1	26	0
CC(C)(C)NC(=O)NCc1ccncc1	.	-4

# Additional structures.
Molecule	mHTT-CaM PPI inh	Pf apPOL inh
C=C(S(=O)(=O)c1ccc(C)cc1)S(=O)(=O)c1ccc(C)cc1	2	-9
Cc1ccc(NC(=O)Nc2ccc3c(c2)CCN3S(C)(=O)=O)cc1C	33	-8
COCCNC(=O)c1cnn2c1NC(c1ccc(Br)cc1)CC2C(F)(F)F (stereo not given)	6	-5
O=C(c1cc2c(s1)CCC(C(=O)N1CCN(C3CCCC3)CC1)C2)N1CCCC1 (stereo not given)	2	2
COCCN=C1Nc2ccccc2NC12CCCN(C(=O)c1ccc(C#N)cc1)C2 (stereo not given)	7	-3
CCOc1ccc(NC(=O)CN2C(=O)C(c3ccccc3)=NC23CCCC3)cc1	4	-5
CCC(C)NC(=O)c1ccc2nc(NC(=O)c3ccc([N+](=O)[O-])cc3)sc2c1 (stereo not given)	-1	3
O=C1OC(/C=C/c2ccc(Cl)cc2)=NC/1=C\c1ccccc1	6	6
CCNCC1Cc2ccccc2O1 (stereo not given)	-6	.
CC(=O)N1CCN(c2nc(-c3ccccc3Cl)c3cc(Br)ccc3n2)CC1	-11	8
COc1cc(Cl)c(C)cc1N1C=C(C#N)S(=O)(=O)c2ccc(F)cc21	-3	1
CN=C1NC(=O)C(CC(=O)Nc2ccc(C)cc2C)S1 (stereo not given)	6	2
COc1ccc(S(=O)(=O)Oc2ccc3c(c2)OC(=Cc2cccc(OC)c2)C3=O)cc1	13	9
CC1=C(C(=O)Nc2cccc(Cl)c2)C(c2ccccc2Cl)NC(=O)N1 (stereo not given)	13	-1
N#CCc1nc2ccccc2s1	-3	.
CCCCOc1cccc(NC(=O)c2ccc([N+](=O)[O-])cc2Cl)c1	-5	9
CCN(CC)C(=O)C1CCCN(Cc2ccccc2F)C1 (stereo not given)	-1	-5
Cc1ccc(C(=O)N2CCN(C(=O)c3ccccc3)C2)cc1	0	-4
COc1cccc(-c2cc(C3CCN(C(=O)Nc4ccccc4)CC3)[nH]n2)c1	18	0
CCCCNc1nc2c(c(=O)n(C)c(=O)n2C)n1Cc1ccc(Cl)cc1Cl	-5	-2
COc1ncccc1CNC(=O)COc1ccccc1	-7	-1
O=C(CCN1CCCCC1)c1ccc2c(c1)OCCCO2	.	-5
N#Cc1c(-c2ccccc2)nc(SCC(=O)Nc2ccc(F)c(F)c2)[nH]c1=O	8	-4
O=C(NC1CC1)c1cncc(Br)c1	-1	-8
CCCCNC(=O)C1CC(c2ccc(F)cc2)=NO1 (stereo not given)	-9	0
Cc1ccc(NCCNC(=O)c2ccc(S(=O)(=O)N(C)C)cc2)nn1	-11	-6
O=C(NCc1ccccn1)c1ncn[nH]1	43	0
CCCN1CCC(N2CCN(S(=O)(=O)c3ccc(Cl)cc3)CC2)CC1	1	3
Cc1ccc(-c2cc(C(F)(F)F)n3nc(C(=O)NCc4ccco4)cc3n2)cc1	-6	-3
COc1ccc(N(C(=O)c2ccccc2)S(=O)(=O)c2cccc3cccnc23)cc1	7	1

# Later entries
Molecule	mHTT-CaM PPI inh	Pf apPOL inh
CCOC(=O)c1oc2c(CN3CCCCC3C)c(O)ccc2c(=O)c1-c1ccc(OC)cc1 (stereo not given)	6	-2
CC1(C)CC(=O)C2=C(C1)Nc1nc(SCc3ccccc3)nn1C2c1ccncc1 (stereo not given)	-4	15
COCc1cc(=O)n2[nH]c(-c3ccc(C)cc3)cc2n1	-3	4
Cc1cccn2c(=O)c3cc(C(=O)Nc4ccc(F)c(Cl)c4)sc3nc12	0	-2

# Gathered by group, those above containing a CF3 group.
Molecule	mHTT-CaM PPI inh	Pf apPOL inh
O=C(Nc1ccc(O)cc1)c1cc2nc3c(c(C(F)(F)F)n2n1)CCc1ccccc1-3	13	-4
N#Cc1c(C(F)(F)F)cc(-c2ccccc2)nc1NCCO	-58	25
CCC(C)NC(=O)c1cnn2c1NC(c1ccc(Br)cc1)CC2C(F)(F)F (stereo not given)	5	-4
CC(=O)Nc1nnc(SCC(=O)Nc2ccc(OC(F)(F)F)cc2)s1	-17	-3
COCCNC(=O)c1cnn2c1NC(c1ccc(Br)cc1)CC2C(F)(F)F (stereo not given)	6	-5
Cc1ccc(-c2cc(C(F)(F)F)n3nc(C(=O)NCc4ccco4)cc3n2)cc1	-6	-3
